Screening results from PubChem BioAssay.
TRHR PAM = allosteric enhancers of human TRH receptor; P34981; TRHR cells, fluo-8 calcium fluorescence, EC20 TRH enhancement; enhancement, % at 2 µM; 0.66% of 360,000 active; in the data active = enhancement above about 30%; note: 0% is about no effect
Target sequence (P34981 whole entry, looked up): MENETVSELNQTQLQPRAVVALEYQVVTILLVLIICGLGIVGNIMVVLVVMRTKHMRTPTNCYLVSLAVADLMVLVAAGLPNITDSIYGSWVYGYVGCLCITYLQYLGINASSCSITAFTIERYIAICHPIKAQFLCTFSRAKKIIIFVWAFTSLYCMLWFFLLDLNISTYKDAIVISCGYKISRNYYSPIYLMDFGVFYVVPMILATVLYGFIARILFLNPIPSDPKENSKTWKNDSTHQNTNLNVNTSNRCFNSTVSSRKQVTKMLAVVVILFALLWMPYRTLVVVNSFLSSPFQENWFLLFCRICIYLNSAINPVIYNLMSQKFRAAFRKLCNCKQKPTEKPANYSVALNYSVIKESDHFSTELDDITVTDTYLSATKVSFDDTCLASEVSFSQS
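Enhancer read-out: after compound pinning and an initial kinetic agonist-mode read, an EC20 of TRH (10 nM final) was injected and fluo-8 calcium signal (Ex 480/Em 530) followed at 1 s/cycle for 100 cycles in TRHR-expressing cells.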
D1 antag = antagonists of human D1 dopamine receptor; P21728; HEK293 TREx D1 cells, calcium flux, dopamine EC80; hits give low values; activity change, negative = inhibition, % at 10 µM; 3.2% of 360,000 active; in the data active = activity change below about -30%; note: % is set by controls: 0 for no effect and ±100 for the full control effect
Target sequence (P21728 whole entry, looked up): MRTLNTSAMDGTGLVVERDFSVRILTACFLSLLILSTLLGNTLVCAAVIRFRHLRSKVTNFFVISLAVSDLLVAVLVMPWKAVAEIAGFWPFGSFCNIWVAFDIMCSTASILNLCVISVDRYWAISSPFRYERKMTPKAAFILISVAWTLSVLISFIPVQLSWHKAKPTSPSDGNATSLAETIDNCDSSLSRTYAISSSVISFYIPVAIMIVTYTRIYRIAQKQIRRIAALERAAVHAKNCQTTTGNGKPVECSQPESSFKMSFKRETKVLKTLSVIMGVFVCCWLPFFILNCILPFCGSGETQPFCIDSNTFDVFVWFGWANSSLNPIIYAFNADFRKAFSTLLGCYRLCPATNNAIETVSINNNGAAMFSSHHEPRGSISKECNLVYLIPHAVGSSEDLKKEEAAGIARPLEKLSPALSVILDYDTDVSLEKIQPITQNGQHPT
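Antagonism measured as reduced calcium response to an EC80 dopamine addition following 180 s compound pre-read; cells were inducible HEK293 Trex D1 plated overnight at 30 C, read kinetically at 1 cycle/sec.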
D1 PAM = enhances dopamine response at the human D1 receptor; HEK293 TREx D1 cells, calcium flux, dopamine EC20 potentiation; P21728; potentiation, % at 10 µM; 0.036% of 360,000 active; in the data active = potentiation above about 30%; note: 0% is about no effect
D2 ag = activates the human D2 dopamine receptor; 0.53% of 340,000 active; HEK293 T-REx D2 cells, calcium flux agonist mode; AID 485358; P14416; activation, % at 2 µM;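 active = activation over 3 SD above normal in the single-dose calcium agonist read, cut at about 30% in these data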; note: 0% is about no effect
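Tetracycline-induced HEK293 Trex cells with D2 receptor force-coupled to calcium signaling, plated overnight at 30 C and loaded with no-wash calcium dye. Calcium flux read kinetically for 180 s after compound addition; responses flag agonists.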
D1 agonist = human D1 receptor agonism. AID 504660. activation, % at 2 µM. HEK293 T-REx D1 cells, calcium flux, agonist mode. P21728. 1% of 360,000 active; note: 0% is about no effect
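Tetracycline-induced HEK293 TREx D1 cells, force-coupled to calcium signalling, were dye-loaded with a no-wash calcium kit. Compound was pin-added after a 10 s baseline. Fluorescence was read kinetically at 1 cycle/s for 180 s, with calcium rises flagged as agonism.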
D2 antag = antagonizes the human D2 dopamine receptor; P14416; HEK293 TREx D2 cells, calcium flux, dopamine EC80; inhibition, % at 10 µM; 2% of 340,000 active; in the data active = inhibition above about 30%; note: 0% is about no effect
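Dopamine at EC80 is the agonist stimulus; test compounds precede it by 180 s. Calcium flux read kinetically in a force-coupled, inducible HEK293 T-REx D2 cell line.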
TRHR agonist = activates the human TRH receptor. AID 493084. TRHR cells, calcium flux fluo-8, FDSS agonist mode. activation, % at 2 µM. 0.18% of 360,000 active; note: 0% is about no effect
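Agonist-mode FDSS calcium read (Ex 480/Em 530, 1 s cycles) in 1536-well TRHR cells with fluo-8 dye, after 10-cycle baseline and 23 nL compound addition; TRH at EC20 (10 nM final) added afterwards for the enhancer phase.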
RXFP1 antagonist = RXFP1 (human) relaxin receptor antagonism. Q9HBX9. HEK293-RXFP1, relaxin-stimulated cAMP HTRF, 30 min; hits give low values. activity change, negative = inhibition, % at 57.5 µM. 0.59% of 350,000 active;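 active = activity change of -60% or lower, but not beyond a set lower limit; inconclusive = change between -60% and -40%, or beyond the set limit; inactive = change above -40%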; note: % is set by controls: 0 for no effect and ±100 for the full control effect
D2 potentiator = positive allosteric modulators of human D2 dopamine receptor. P14416. HEK293 T-REx D2, calcium flux, EC20 dopamine potentiation. potentiation, % at 10 µM. 0.34% of 340,000 active;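 active = potentiation over 3 SD above the plate norm, cut at about 30% in these data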; note: 0% is about no effect
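Tetracycline-induced HEK293 T-REx cells force-coupled to calcium signalling expressed D2; compounds were pin-added after a 10 s baseline, read kinetically 180 s, then an EC20 dopamine challenge followed with a further 180 s calcium read.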
The depositor's hits bear a star; ? = inconclusive; · = not tested or not shown; & = joins results of further samples. Cut-off read from the data, not from the text of the source, unless noted: active = activation above about 30%; inactive = the rest.

SMILES | TRHR PAM | D1 antag | D1 PAM | D2 ag | D1 agonist | D2 antag | TRHR agonist | RXFP1 antagonist | D2 potentiator
COc1ccc(/C=C/c2c([N+](=O)[O-])c(=O)n(C)c(=O)n2C)c(OC)c1 | -2 | -2 | -3 | -0.5 | -5 | 4 | -2.0 | -2 | -1
C/C(Cc1ccccc1)=N\NC(=O)CNC(=O)COc1ccccc1 | -3 | -3 | 2 | 0.5 | 2 | 25 | -0.2 | 8 | 0
COc1ccccc1NC(=O)Cc1csc(NC(=S)Nc2ccc(C)cc2)n1 | 3 | -17 | -4 | -0.2 | 9 | 3 | -0.7 | -4 | 25
Cc1ccccc1C(C(=O)NCc1ccco1)N(CC1CCCO1)C(=O)Cn1nnc2ccccc21 (stereo not drawn) | 13 | -14 | 1 | -0.2 | 0 | -10 | -0.9 | -3 | 15
Cc1cccc(C)c1NC(=O)COc1ccc2c(C)c(Cc3ccccc3)c(=O)oc2c1 | 6 | -3 | 6 | 0.7 | 6 | -6 | 0.6 | -1 | 3
CC(=O)OCC(=O)[C@@]1(O)CC[C@H]2[C@@H]3CCC4=CC(=O)C=C[C@]4(C)[C@@]3(Cl)[C@@H](Cl)C[C@@]21C | 3 | -1 | -4 | -1.2 | 0 | -16 | -0.7 | · | 0
COc1cccc(/C=C/c2nc(S(=O)(=O)c3ccccc3)c(N(C)C)o2)c1 | -2 | -12 | -14 | -1.0 | 1 | 2 | 0.4 | -6 | 7
CCN(Cc1cc2cc(OC)ccc2[nH]c1=O)C(=O)Cc1ccc(OC)cc1 | 2 | 2 | 7 | -0.6 | 5 | -1 | 0.1 | -6 | -11
CCN(CC(=O)Nc1cccc(C(C)=O)c1)S(=O)(=O)c1ccc(C)cc1 | -8 | -13 | -3 | -1.1 | 3 | 6 | 1.7 | -22 | -2
Cc1ccc(NC(=O)C(C)Sc2nc3c(c(=O)[nH]2)CCCC3)cc1Cl (stereo not drawn) | -8 | -2 | 2 | -0.8 | -1 | · | 0.1 | ? | -8
COc1ccc(CCNC(=O)CSc2nc3[nH]ncc3c(=O)n2-c2ccccc2OC)cc1OC | -4 | -2 | -3 | 2.6 | 1 | 37* | -0.3 | 1 | 9
O=C(Nc1ccccc1N1CCN(C(=O)c2ccccc2)CC1)c1ccc2c(c1)OCO2 | -6 | -7 | -5 | 0.3 | 2 | -12 | -0.7 | -12 | 4
CCOc1ccc(CNC(=O)C2CCN(S(=O)(=O)N3CCC(C)CC3)CC2)cc1OC | 2 | -19 | 1 | -0.9 | -4 | · | -0.7 | -19&2 | 18
Cn1cnnc1SCC(=O)Nc1nc(-c2ccc(F)cc2)cs1 | -5 | -6 | -4 | 0.0 | 3 | 5 | -0.8 | -5 | 3
Cc1ccc(COc2ccc(/C=N/NC(=O)c3ccc(CN4CCOCC4)cc3)cc2)cc1 | -1 | -9 | -5 | · | 13 | · | 0.7 | -24 | ·
COc1ccc(-c2c3c(=O)n(C)c(=O)n(C)c3c3n2-c2ccccc2NC3c2ccccc2OC)cc1 (stereo not drawn) | 2 | 11 | 0 | 0.2 | -1 | · | -0.9 | -3 | 3
CCOC(=O)C1[C@H]2C(=O)N(C(C)c3ccc(OC)cc3)C[C@]23C=C[C@H]1O3 (stereo partly drawn) | -3 | -41* | 2 | -1.5 | 0 | -2 | -0.4 | 10 | 10
COc1ccc(S(=O)(=O)N(C)C)cc1NC(=O)CCNC(=O)c1ccccc1OC | -7 | -1 | -6 | 0.8 | 3 | 5 | 0.0 | 19 | -17
Cc1nn2c(NCC(C)C)c3c(nc2c1-c1ccccc1)CCC3 | -1 | -26 | -4 | 0.1 | 1 | 5 | 0.2 | -11 | 8
CC1CCN(C(=O)N2c3ccccc3Sc3ccccc32)CC1 | 13 | 22 | 3 | 0.4 | 3 | -4 | 0.7 | -18 | -1
Nn1c(Nc2ccccc2)nc2ccccc2c1=O | 3 | -16 | -6 | 0.4 | 2 | -19 | -0.6 | 9 | 17
N#CCCN1CCN(S(=O)(=O)c2ccc3c(c2)CCC3)CC1 | 5 | 4 | -4 | 0.4 | 0 | -3 | -0.3 | -8 | -7
CCOc1cc(-c2ccc(OC(=O)c3ccc(C)cc3)c(OC)c2)cc(=O)c2c(C)oc(C)c12 | 9 | 17 | 1 | -1.5 | 7 | · | 0.4 | -64* | -20
Cc1cccc(NS(=O)(=O)c2nnc(NC(=O)c3ccc(Cl)cc3)s2)c1 | -5 | -5 | 2 | -0.2 | 3 | -3 | -0.5 | · | -3
COc1ccccc1/C=N/NC(=O)c1ccc(=O)n(C)c1 | 15 | 1 | -7 | 0.0 | 3 | 8 | 0.0 | 15 | -5
CCC1S/C(=N/N=C/c2ccco2)N(Cc2ccccc2)C1=O (stereo not drawn) | 4 | 6 | 0 | · | 11 | · | -1.4 | -14 | ·
COc1ccccc1NS(=O)(=O)c1cccc(NC(=O)c2ccc3ccccc3n2)c1 | 0 | -2 | 7 | 1.1 | 1 | -3 | 0.6 | -7 | 2
CC(=O)Nc1ccc(S(=O)(=O)NCc2ccc(C(=O)NCc3ccc4c(c3)OCO4)cc2)cc1 | 21 | 16 | 0 | 1.0 | 1 | 8 | 0.0 | -3 | -14
CC1CN(C(=O)c2ccc(COc3ccc4ccccc4c3)o2)CC(C)O1 (stereo not drawn) | 0 | 10 | 11 | -0.5 | 10 | -3 | -0.6 | 6 | -2
Cc1cc(Br)ccc1NC(=O)c1ccc(-n2cncn2)c([N+](=O)[O-])c1 | 5 | 1 | -4 | -0.4 | 1 | -8 | -0.7 | 1 | -5
COc1ccc(N2CCN(C(=O)NCc3ccc(OC)c(OC)c3)CC2)cc1 | 4 | 3 | -9 | -0.5 | 4 | -1 | 0.3 | 3 | -10
CCCN(C(=O)c1cccc(S(=O)(=O)N2CCN(C)CC2)c1)c1c(N)n(Cc2ccccc2)c(=O)[nH]c1=O | -2 | 15 | -6 | 1.1 | -1 | -8 | 0.0 | -12 | -4
COc1cc(NC(=O)C2CCCN(S(=O)(=O)c3ccc4[nH]c(=O)ccc4c3)C2)cc(OC)c1 (stereo not drawn) | 7 | -4 | -4 | 0.4 | 7 | 3 | -0.3 | -16 | -11
O=C(CSc1nnc(CNC(=O)c2ccco2)o1)Nc1cccc(C(F)(F)F)c1 | 4 | 3 | 1 | 0.5 | 1 | -10 | 0.1 | -9 | 12
CCOc1ccc(NC(=O)c2cc(CN3CCCC3)on2)cc1 | -5 | -5 | 1 | -0.1 | 4 | · | 1.4 | -10 | -6
CC(=O)Nc1ccc(NC(=O)CN2C(=O)COc3ccc(S(=O)(=O)N4CCCCC4)cc32)cc1 | 3 | -13 | -4 | 0.0 | 1 | -1 | -0.2 | 4 | 1
Cc1cccc(NS(=O)(=O)c2ccc3c(c2)[C@H]2C=CC[C@H]2[C@@H](c2ccc(F)cc2)N3)c1 | -4 | 6 | 0 | -0.7 | 5 | · | -0.2 | -16 | 17
O=c1oc2ccccc2c(Nc2cc3ccccc3cc2O)c1[N+](=O)[O-] | -2 | 0 | -3 | 0.3 | 24 | -12 | -0.9 | 15 | 1
COCCCNC(=O)C1CCCN(S(=O)(=O)c2ccc3c(c2)oc(=O)n3C)C1 (stereo not drawn) | -6 | 12 | -2 | 0.8 | 0 | · | 0.2 | · | 0
CCOC(=O)/C(=C/c1ccc(OC(=O)c2ccccc2)cc1)C(C)=O | 2 | 0 | -13 | -0.3 | -1 | -1 | 0.4 | -33 | 8

Four records picked at random from the list so far, as already listed:
SMILES | TRHR PAM | D1 antag | D1 PAM | D2 ag | D1 agonist | D2 antag | TRHR agonist | RXFP1 antagonist | D2 potentiator
CCOC(=O)/C(=C/c1ccc(OC(=O)c2ccccc2)cc1)C(C)=O | 2 | 0 | -13 | -0.3 | -1 | -1 | 0.4 | -33 | 8
CCOc1ccc(NC(=O)c2cc(CN3CCCC3)on2)cc1 | -5 | -5 | 1 | -0.1 | 4 | · | 1.4 | -10 | -6
COc1cc(NC(=O)C2CCCN(S(=O)(=O)c3ccc4[nH]c(=O)ccc4c3)C2)cc(OC)c1 (stereo not drawn) | 7 | -4 | -4 | 0.4 | 7 | 3 | -0.3 | -16 | -11
O=C(CSc1nnc(CNC(=O)c2ccco2)o1)Nc1cccc(C(F)(F)F)c1 | 4 | 3 | 1 | 0.5 | 1 | -10 | 0.1 | -9 | 12

Next structures follow.
SMILES | TRHR PAM | D1 antag | D1 PAM | D2 ag | D1 agonist | D2 antag | TRHR agonist | RXFP1 antagonist | D2 potentiator
CCOC(=O)c1c(C)[nH]c(C)c1C(=O)CSc1nc2ccccc2[nH]1 | 1 | -18 | 6 | -0.7 | 2 | 2 | 0.2 | · | 0
CCOC(=O)c1ccccc1NC(=O)c1cc2ccccc2o1 | -10 | 18 | 0 | 0.6 | 14 | 12 | 0.8 | 1 | 5
O=C(O)c1ccc(CSCc2ccccc2F)o1 | 3 | 12 | 2 | 0.4 | -2 | -1 | 0.5 | 16 | -3
CCOC(=O)N1CCN(C(=O)CN(c2ccc(OCC)cc2)S(C)(=O)=O)CC1 | -2 | 8 | -5 | -0.1 | 0 | 8 | -0.1 | -2 | 0
Cn1cc(CN2C[C@]3(C)C[C@H]2CC(C)(C)C3)c(-c2ccc3c(c2)OCCO3)n1 | 4 | 9 | -4 | 0.2 | 0 | -11 | 0.7 | 0 | -3
O=C(N/N=C1\CCCc2c1[nH]c1ccc(Cl)cc21)c1ccncc1 | 5 | 15 | -2 | -0.2 | 1 | 0 | -0.3 | -3 | 3
CCC(C)n1c(SCc2ccc(C(C)(C)C)cc2)nc2ccsc2c1=O (stereo not drawn) | -6 | 20 | 1 | -0.1 | 2 | · | 0.3 | -8 | -18
Cc1cc(OCC(=O)Nc2ccc(N3CCCC3)cc2)cc(C)c1Cl | 6 | -9 | -3 | -1.8 | 2 | -5 | -0.5 | -2 | 3
CCOC(=O)/C(C#N)=C/c1ccc(OCC(=O)Nc2ccc(C)c(C)c2)c(OC)c1 | 5 | 0 | -7 | -0.4 | 6 | -1 | -0.3 | · | 8
Cc1ccc(C(=O)N2CCN(C34CC5CC(CC(C5)C3)C4)CC2)o1 | 1 | -4 | -1 | · | 2 | · | -0.3 | 4 | ·
O=C(Nc1ccncc1)C1CCC(CNS(=O)(=O)c2cccc3nsnc23)CC1 (stereo not drawn) | -1 | -7 | 7 | -0.8 | 2 | 10 | 0.3 | -4 | -3
CC1CCCCN1C(=O)Nc1cccc(Cl)c1 (stereo not drawn) | 6 | -14 | 1 | 0.6 | 3 | -8 | -0.4 | -4 | 5
CC(/C=C/c1ccccc1)=N\Nc1nc(-c2ccccc2)cs1 | 0 | -15 | -5 | 1.0 | 1 | 19 | 0.0 | -7 | -3
Cc1ccccc1NC(=O)CCc1c(C)nn(-c2ccc(N3CCCCC3)nn2)c1C | 0&0 | -12&15 | -8&-5 | 0.0&0.2 | 2&0 | -10 | -1.4&0.6 | 52&17 | 5&5
COc1ccc(/C=C(/NC(=O)c2cccc([N+](=O)[O-])c2)C(=O)O)cc1OC | -1 | -3 | -2 | -0.2 | 3 | 56* | 0.1 | 2 | -3
Oc1cnn(-c2ccccc2)c1 | -3 | 21 | 2 | 0.4 | 3 | -6 | 1.1 | -1 | -15
